EBI2 antag: EBI2 receptor antagonists, beta-arrestin recruitment, primary screen, cell-based, luminescence, 7a,25-OHC stimulation, uHTS; 7a,25-OHC stimulated; inhibition, % at 5 µM; 360,000 compounds, 0.81% hits; in the data active = inhibition above about 38%;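 note: enzyme fragment complementation signal reports receptor beta-arrestin coupling in cells; 0% = agonist plus DMSO wells and 100% = wells without agonist; some results beyond the cut were filed as inactive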
Target sequence (P32249 whole entry, looked up, the tested form may be a part): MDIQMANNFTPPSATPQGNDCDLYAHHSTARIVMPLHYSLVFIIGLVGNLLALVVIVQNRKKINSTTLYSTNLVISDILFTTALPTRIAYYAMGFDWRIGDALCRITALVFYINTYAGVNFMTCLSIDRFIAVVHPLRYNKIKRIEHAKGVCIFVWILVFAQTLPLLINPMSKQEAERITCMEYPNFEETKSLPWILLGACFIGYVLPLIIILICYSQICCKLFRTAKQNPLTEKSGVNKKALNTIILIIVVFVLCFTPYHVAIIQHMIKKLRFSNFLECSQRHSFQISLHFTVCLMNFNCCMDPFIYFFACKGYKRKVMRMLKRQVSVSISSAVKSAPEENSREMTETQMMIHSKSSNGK
XBP1 UPR activ: activators of adaptive XBP1 UPR arm, primary screen, cell-based, CHO-XBP1 luciferase reporter, luminescence, uHTS | 330,000 compounds, 0.33% hits | IRE1-XBP1 UPR activation; percent of tunicamycin response, DMSO as zero | activation, % at 20 µM;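 active = versus positive control, 20 µM dose yields 30% or more activation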;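 note: 100% = tunicamycin at 10 µg/mL and 0% = DMSO only wells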
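Assay system: IRE1-XBP1 luciferase reporter CHO line. Input: 1000 cells/well. Buffer or medium: F12 with 10% serum. Doses: 20 µM, 1% DMSO. Times: overnight seeding at 37 °C, 6 h compound treatment at 37 °C. Technique: Steady-Glo luciferase glow luminescence, 10 min after reagent addition.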
697 NFkB inh: inhibitors of PMA/ionomycin-induced NF-kB reporter, 697 cells, primary screen, B-cell NF-kB inhibitor project, cell-based, luminescence, uHTS | 330,000 compounds, 0.33% hits | inhibition, % at 4 µM | 697 B-cell NF-kB luciferase reporter, 16 h; in the data active = inhibition above about 35%
Mdm2 MdmX PPI: inhibitors of human Mdm2-MdmX association, primary screen, cell-based, luminescence, split luciferase, SaOS-2, uHTS; Protein Mdm4 (Homo sapiens) + E3 ubiquitin-protein ligase Mdm2 (Homo sapiens), …; 330,000 compounds, 3% hits; inhibition, % at 8 µM; SaOS-2 split-luciferase Mdm2/MdmX complementation;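 active = inhibition of at least 50% at 8 µM in the primary screen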
CXCR6 block: CXCR6 receptor inhibitors, primary screen, cell-based, beta-arrestin, luminescence, CHO-K1 PathHunter, 1536-well; AID 602244, 2012; 360,000 compounds, 0.36% hits; C-X-C chemokine receptor type 6 (Homo sapiens), O00574; inhibition, % at 20 µM; in the data active = inhibition above about 34%, passing the limit was not always enough;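 note: antagonist mode with CXCL16 agonist at 10 nM final; 0% = 10 nM CXCL16 with DMSO and 100% = unstimulated wells without agonist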
Target sequence (O00574 whole entry, looked up): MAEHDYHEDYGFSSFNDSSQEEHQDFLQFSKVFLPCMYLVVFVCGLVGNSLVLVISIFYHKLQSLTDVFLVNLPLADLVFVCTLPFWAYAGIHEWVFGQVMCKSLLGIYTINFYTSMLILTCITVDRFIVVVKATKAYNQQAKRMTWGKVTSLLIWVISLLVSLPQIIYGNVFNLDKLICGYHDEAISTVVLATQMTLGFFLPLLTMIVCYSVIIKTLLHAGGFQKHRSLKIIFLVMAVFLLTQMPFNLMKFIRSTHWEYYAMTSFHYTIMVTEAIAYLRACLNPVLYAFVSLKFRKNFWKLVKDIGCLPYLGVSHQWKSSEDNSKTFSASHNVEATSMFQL
Gli-Sufu antag: Gli-Sufu pathway antagonists, primary screen, luciferase luminescence, Sufu-KO-LIGHT cells, uHTS | inhibition, % at 5 µM | 340,000 compounds, 0.74% hits | Sufu-KO-LIGHT fibroblasts, Gli luciferase reporter luminescence | AID 588413, 2011;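 active = inhibition above about 55%, limit read from the data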;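 note: 0% = DMSO-treated cells and 100% = wells with medium but no cells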
UPR CHOP act: activators of apoptotic CHOP UPR arm, primary screen, cell-based, CHO-CHOP luciferase reporter, luminescence, uHTS. activation, % at 10 µM. UPR activation; percent of tunicamycin response over DMSO baseline. 330,000 compounds, 0.34% hits. AID 449763, 2010;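 active = at 10 µM dose, activation of 40% or more, normalized to positive control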;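 note: 100% = tunicamycin at 10 µg/mL and 0% = DMSO alone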
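Evaluation: % reporter activation, DMSO baseline versus tunicamycin full activation; System: CHO-CHOP luciferase reporter cell line; Input: 500 cells/well; Incubation: 6 h compound treatment, 37 °C; Measured by: Steady-Glo luciferase luminescence; Dosing: one dose, 10 µM in 0.5% DMSO; Buffer or medium: F12 medium, 10% FBS; Benchmarks: positive tunicamycin 10 µg/mL, negative DMSO alone.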
Jurkat NFkB inh: inhibitors of induced NF-kB luciferase reporter, primary screen, TCR NF-kB activation inhibitor project, cell-based, luminescence, uHTS | Jurkat, PMA/ionomycin-induced NF-kB luciferase reporter | inhibition, % at 4 µM | 330,000 compounds, 0.53% hits | AID 435003, 2010; in the data active = inhibition above about 50%
CCR6 antagonist: CCR6 receptor antagonists, primary screen, cell-based, CHO-K1, luminescence, beta-arrestin, uHTS; C-C chemokine receptor type 6 (Homo sapiens), P51684; CHO-K1 CCR6 PathHunter beta-arrestin, CCL20-stimulated; inhibition, % at 20 µM; 340,000 compounds, 0.49% hits; AID 493098, 2011;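 active = compounds whose inhibition of the agonist-driven luminescence signal at 20 µM reaches about 50%, limit read from the data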;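 note: cells stimulated with CCL20 at 14 nM final; plate controls were DMSO with CCL20 for no effect and DMSO without agonist for full effect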
Target sequence (P51684 whole entry, looked up): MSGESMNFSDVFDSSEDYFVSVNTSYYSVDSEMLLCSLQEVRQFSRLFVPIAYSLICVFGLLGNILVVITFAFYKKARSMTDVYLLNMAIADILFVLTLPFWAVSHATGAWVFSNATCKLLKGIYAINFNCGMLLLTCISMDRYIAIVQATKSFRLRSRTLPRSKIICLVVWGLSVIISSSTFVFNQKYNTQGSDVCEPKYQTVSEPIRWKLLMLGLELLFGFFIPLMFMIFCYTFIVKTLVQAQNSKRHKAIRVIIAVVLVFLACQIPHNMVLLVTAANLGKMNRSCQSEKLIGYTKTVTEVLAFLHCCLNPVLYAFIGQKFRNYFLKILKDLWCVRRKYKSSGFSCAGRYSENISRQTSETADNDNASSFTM
* hit, by the source's call; x = not tested or not shown.

entry | SMILES | 697 NFkB inh | UPR CHOP act | CCR6 antagonist | Jurkat NFkB inh | Gli-Sufu antag | XBP1 UPR activ | CXCR6 block | Mdm2 MdmX PPI | EBI2 antag
1 | COc1cc(C(=O)NCC(=O)NNC(=O)CN(C)S(=O)(=O)c2ccc(Cl)cc2)cc(OC)c1OC | 14.8 | 0.4 | 4.9 | 7.8 | -10.1 | -0.3 | -9.0 | -18.6 | 3.7
2 | O=C(CN1C(=O)C2C3CCC(C3)C2C1=O)OCC(=O)c1cccc([N+](=O)[O-])c1 (configuration not stated) | 7.7 | 0.1 | 61.8* | 4.2 | -2.3 | -1.1 | 37.0 | -14.4 | 22.1
3 | O=C(CSC1=NCCS1)Nc1ccnc2ccccc12 | -47.5 | 2.1 | 0.3 | 16.4 | 48.9 | -1.1 | -9.1 | 2.8 | -2.9
4 | C/C(=N\Nc1ccccc1Cl)c1ccc(-n2ccnc2)cc1 | -14.4 | 1.3 | -9.4 | 0.7 | 3.1 | 0.3 | -7.2 | 0.0 | 3.8
5 | CC(C)c1ccc2[nH]c(O)c(N=NC(=S)NCCc3ccccc3)c2c1 | -2.5 | -1.6 | 25.7 | -17.0 | 2.9 | -1.5 | 12.7 | 18.3 | 23.5
6 | O=C(CN1CCN(c2ccc(F)cc2)CC1)NCc1ccc(F)cc1 | 9.3 | -3.5 | 5.3 | 5.7 | 3.0 | 2.3 | -6.7 | 7.5 | -7.3
7 | CS(=O)(=O)c1ccc2nc(NC(=O)C3CCCCC3)sc2c1 | -17.8 | 1.7 | -2.7 | -5.0 | -26.1 | 4.4 | 0.4 | -7.9 | 1.0
8 | O=C(C(NS(=O)(=O)c1cccc2nsnc12)c1ccccc1)N1CCN(c2ccccn2)CC1 (configuration not stated) | -52.0 | -1.4 | -3.5 | -6.1 | 7.6 | -1.2 | 4.9 | 1.2 | 2.5
9 | CCOC(=O)CNc1c(-c2ccc(O)cc2)nc2ccc(Cl)cn12 | -28.8 | 4.0 | -5.6 | -31.9 | -2.2 | 1.5 | -7.5 | 23.5 | 34.2
10 | Cc1ccc(C(=O)NC(C)c2ccc(-n3ccnc3)cc2)o1 (configuration not stated) | -0.9 | 0.8 | -0.3 | 3.8 | -1.0 | -1.4 | -7.8 | -27.1 | -5.2
11 | CCOc1nc(-c2ccc(Cl)cc2)nc2ccccc12 | -9.8 | 2.4 | 3.4 | -5.7 | 10.3 | -2.5 | -3.7 | -32.4 | 5.1
12 | COc1cc(-c2nnc(NC(=O)c3ccc(S(=O)(=O)N4CCOCC4)cc3)o2)cc(OC)c1OC | 10.4 | 0.4 | x | 15.0 | x | 3.0 | x | 32.1 | x
13 | CCn1c(=N)c(S(=O)(=O)c2ccccc2)cc2c(=O)n3ccccc3nc21 | -17.9 | -1.6 | 19.9 | -11.2 | 1.9 | 3.5 | 0.3 | 10.5 | -0.6
14 | O=C(Nc1cccnc1)C12CC3CC(CC(C3)C1)C2 | 3.2 | 0.2 | 3.2 | -8.1 | 5.5 | 1.7 | -12.9 | 0.6 | -1.1
15 | COc1cccc(NC(=O)Cc2nc(-c3ccccc3)sc2-c2ccc(C)cc2)c1 | -10.4 | 5.2 | 10.7 | -7.1 | 1.9 | -5.3 | -3.4 | -4.3 | 38.2
16 | CCC(=O)OC1(C)C(=O)C=C2C=C(CCCC(=O)OC)OC=C2C1=O (configuration not stated) | 15.6 | 0.6 | 13.0 | 18.9 | -11.7 | -0.7 | -7.7 | 3.8 | -1.8
17 | Cc1nn(-c2ccccc2)c(Cl)c1C(=O)Nc1ccc(N2CCOCC2)cc1 | -10.2 | -0.9 | 4.0 | 10.5 | -7.7 | -4.9 | -2.6 | 14.2 | 6.4
18 | Cc1ccc(C(=O)COC(=O)CCCC(=O)Nc2cc(C(F)(F)F)ccc2Cl)cc1C | 6.9 | 6.7 | -3.3 | 11.5 | -2.1 | -2.3 | 9.7 | -23.1 | -3.2
19 | O=C(CSc1nnc(COc2cccc3cccnc23)o1)N1CCCC1 | -0.3 | 1.6 | 3.9 | -4.5 | 13.7 | -2.6 | -2.1 | -23.7 | 1.8
20 | COC(=O)CSc1nc2sccc2c(=O)n1-c1ccccc1 | 1.2 | -1.6 | 23.7 | 5.0 | 6.1 | -1.3 | 7.4 | 13.4 | -0.2
21 | O=C(Nc1sc2c(c1C(=O)c1ccc(Cl)cc1)CCCC2)c1cccnc1 | -9.7 | 1.7 | 20.3 | 1.9 | -0.1 | -3.9 | 15.3 | -0.9 | 14.0
22 | CC(=O)Nc1ccc(S(=O)(=O)Nc2cccc(-n3cnnn3)c2)cc1 | -3.4 | 1.4 | 2.3 | 6.5 | -13.1 | -1.3 | -3.4 | 26.7 | -9.3
23 | COC(=O)C1=C(N)Oc2cc(C)n(Cc3cccnc3)c(=O)c2C1c1cccc(OC)c1OC (configuration not stated) | 0.2 | -4.8 | 5.2 | -11.1 | -6.4 | 1.2 | 1.8 | 23.6 | 5.9
24 | Clc1ccc(-c2nnnn2-c2ccc(Cl)cc2)cc1 | -7.8 | 0.9 | 16.6 | -6.3 | -5.2 | -1.6 | -8.5 | -17.6 | 7.4
25 | CC1NC(=O)N(C)C2NC(=O)N(C)C(c3ccccc3)C12 (configuration not stated) | -0.5 | -1.1 | 10.4 | 21.0 | -1.0 | -4.4 | -0.2 | -3.6 | -0.3
26 | COc1ccc(NC(=S)NC(=O)c2csnn2)cc1 | 9.9 | 1.8 | 2.8 | 8.9 | -2.1 | -3.1 | 4.1 | 10.4 | 0.1
27 | COCCn1c(SCc2nnc(-c3ccccc3)o2)nc2sc3c(c2c1=O)CCC3 | x | x | 23.4 | x | 12.1 | x | 10.4 | x | -2.0
28 | Cc1cc(/C=C2/C(=N)N3C(c4ccccc4)=CSC3=NC2=O)c(C)n1-c1ccccc1 | -28.3 | 8.7 | 15.3 | -28.2 | -2.5 | 0.2 | 13.5 | 4.9 | 17.5
29 | Cc1oc(-c2ccccc2Cl)nc1CS(=O)CC(=O)NCc1ccco1 (configuration not stated) | 6.9 | 4.9 | 9.5 | 12.2 | -9.3 | -5.6 | 3.5 | 9.2 | -9.9
30 | CC(=O)N1CCCN(C(=O)c2ccc3nc(Cc4ccccc4F)oc3c2)CC1 | -10.3 | 1.6 | 9.7 | -14.2 | -2.9 | 0.9 | 7.6 | 13.1 | 11.6

The list continues.
entry | SMILES | 697 NFkB inh | UPR CHOP act | CCR6 antagonist | Jurkat NFkB inh | Gli-Sufu antag | XBP1 UPR activ | CXCR6 block | Mdm2 MdmX PPI | EBI2 antag
31 | CC(=O)NC1=C(N(C)C2CCS(=O)(=O)C2)C(=O)c2ccccc2C1=O (configuration not stated) | 16.8 | 16.8 | 7.3 | 8.6 | 9.1 | -1.1 | -12.4 | 11.5 | -1.2
32 | C=C(C)C(=O)N1CC2(CC(c3cccc(NC(=O)/C=C\C)c3)=NO2)C[C@H]1C(N)=O (some centres not stated) | 11.3 | 1.1 | -7.5 | 7.1 | -2.6 | 0.8 | 1.5 | 25.0 | -2.0
33 | S=c1nc(-c2ccccc2)[nH]n1-c1ccccc1 | x | x | 10.7 | x | -9.4 | x | 12.3 | x | -1.9
34 | Cc1ccccc1NC(=O)C1CCCN(C(=O)Nc2ccc(F)cc2)C1 (configuration not stated) | 8.8 | -2.3 | 12.4 | 18.8 | 15.2 | -1.8 | -1.9 | 4.8 | 7.3
35 | CCOC(=O)CSc1nnc([C@@H](NC(=O)OC(C)(C)C)C(C)C)o1 | -0.3 | -1.7 | 15.5 | -7.0 | 43.6 | -2.6 | -3.4 | 23.6 | 8.3
36 | O=C(O)C(Cc1c[nH]c2ccccc12)NS(=O)(=O)c1ccc(Cl)c(C(F)(F)F)c1 (configuration not stated) | 5.3 | -0.9 | 4.4 | 22.2 | 2.3 | -6.9 | -17.4 | 15.7 | -10.3
37 | Cc1nc2ccccc2c2oc(C(=O)NCCN3CCN(C)CC3)cc12 | -28.8 | -0.8 | 3.2 | -9.5 | -0.2 | 1.3 | -4.7 | 14.4 | -1.4
38 | CCOC(=O)C1(Cc2ccc(OC)cc2)CCN(C(=O)c2ccc3[nH]ccc3c2)CC1 | 15.2 | -0.2 | 2.9 | 25.2 | -11.1 | 2.4 | 1.6 | 47.3 | 3.8
39 | O=c1[nH]cc(C(F)(F)F)cc1NS(=O)(=O)c1ccc([N+](=O)[O-])cc1 | 9.8 | 1.1 | -2.0 | 5.5 | 3.2 | 0.1 | 3.8 | 21.1 | -1.3
40 | CC1(C)NC(=O)N(CCOc2cccc(Oc3ccccc3)c2)C1=O | -4.9 | 0.4 | 8.3 | -11.5 | 4.6 | 1.8 | -6.3 | -0.3 | -2.1
41 | FC(F)(F)c1nc(NCc2cccnc2)c2ccccc2n1 | -35.3 | -2.0 | 6.2 | 9.5 | 6.1 | -4.0 | -7.3 | 20.0 | -2.0
42 | O=C(c1ccccc1)C1CCN(CC(=O)N2CCN(c3ccccc3)CC2)CC1 | 10.3 | -1.6 | 10.5 | -9.0 | 14.5 | 7.0 | -0.4 | 7.7 | -3.9
43 | CCCCNC(=O)OCC(CC)NC(=O)OCC(C)C (configuration not stated) | 2.6 | -1.8 | 4.8 | -16.6 | 7.3 | 1.6 | -1.1 | -3.4 | 0.0
44 | O=C(OCn1nnc2ccccc2c1=O)c1cc2ccccc2o1 | -10.4 | -0.6 | 9.0 | 1.2 | -11.3 | -2.4 | 4.7 | 6.7 | -2.4
45 | COc1ccc(C(=O)NCCS(=O)(=O)NCc2ccccc2)cc1 | 13.8 | -0.6 | 0.3 | -3.7 | -11.4 | -3.6 | 3.0 | 6.5 | -0.2
46 | Cn1c(=O)c2sccc2n2c(CCCC(=O)NCc3ccc(F)cc3)nnc12 | 4.7 | 1.3 | 8.7 | 5.7 | -6.9 | 9.0 | 5.2 | 6.7 | 11.4
47 | CC(C)N(C(=O)[C@H]1C[C@H](CC(=O)NCCC2=CCCCC2)C(=O)N2CCc3c([nH]c4ccc(Cl)cc34)[C@]12C)C(C)C | 10.0 | 3.8 | 16.0 | x | -3.7 | 17.6 | 2.4 | 35.0 | 1.8

Single records (already shown). Values in the order: 697 NFkB inh | UPR CHOP act | CCR6 antagonist | Jurkat NFkB inh | Gli-Sufu antag | XBP1 UPR activ | CXCR6 block | Mdm2 MdmX PPI | EBI2 antag
CC(C)N(C(=O)[C@H]1C[C@H](CC(=O)NCCC2=CCCCC2)C(=O)N2CCc3c([nH]c4ccc(Cl)cc34)[C@]12C)C(C)C in the list: 10.0 | 3.8 | 16.0 | x | -3.7 | 17.6 | 2.4 | 35.0 | 1.8
O=C(c1ccccc1)C1CCN(CC(=O)N2CCN(c3ccccc3)CC2)CC1 in the list: 10.3 | -1.6 | 10.5 | -9.0 | 14.5 | 7.0 | -0.4 | 7.7 | -3.9
FC(F)(F)c1nc(NCc2cccnc2)c2ccccc2n1 in the list: -35.3 | -2.0 | 6.2 | 9.5 | 6.1 | -4.0 | -7.3 | 20.0 | -2.0

High-throughput results from PubChem.
